PRMT1 inh: blocks human protein arginine methyltransferase 1 | Q99873 | recombinant PRMT1, activity-based probe fluorescence polarization | inhibition, % at 2.79 µM | 370,000 tested, 1.3% active;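 active means inhibition above about 21% made by adding two undisclosed values, limit read from the data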
Target sequence (Q99873 whole entry, looked up): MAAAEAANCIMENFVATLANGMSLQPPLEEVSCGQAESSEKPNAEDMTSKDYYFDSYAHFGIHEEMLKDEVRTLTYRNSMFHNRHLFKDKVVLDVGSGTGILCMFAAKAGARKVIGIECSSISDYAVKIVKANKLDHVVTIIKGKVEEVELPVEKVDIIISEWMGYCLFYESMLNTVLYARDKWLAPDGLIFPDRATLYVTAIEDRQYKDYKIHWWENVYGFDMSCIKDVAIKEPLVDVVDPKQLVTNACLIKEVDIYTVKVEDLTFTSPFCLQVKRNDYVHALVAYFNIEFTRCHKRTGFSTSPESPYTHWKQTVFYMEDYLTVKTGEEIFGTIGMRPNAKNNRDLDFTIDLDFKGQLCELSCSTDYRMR
rCAG RNA binder: molecules binding r(CAG) RNA repeats | 370,000 tested, 1.3% active | inhibition, % at 3 µM | r(CAG) RNA repeat, TO-PRO-1 dye displacement fluorescence;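 active means inhibition above the plate cutoff, the mean of all test compounds on that plate plus 3 SD, cut at about 35% in these data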;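 further: 0% = DMSO alone and 100% = 100 µM mitoxantrone as full dye displacement; higher means more dye released from RNA so lower well fluorescence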
mABHD4 FP: ABHD4 (mouse) inhibition, primary FP screen | 370,000 tested, 0.54% active | inhibition, % at 8.92 µM | Q8VD66 | purified mABHD4, FP-Rh probe fluorescence polarization;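 active means inhibition exceeding the mean over every tested compound plus 3 SD, cut at about 30% in these data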;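 further: 0% = plate median of compound wells and 100% = S159A mutant with DMSO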
Target sequence (Q8VD66 whole entry, looked up): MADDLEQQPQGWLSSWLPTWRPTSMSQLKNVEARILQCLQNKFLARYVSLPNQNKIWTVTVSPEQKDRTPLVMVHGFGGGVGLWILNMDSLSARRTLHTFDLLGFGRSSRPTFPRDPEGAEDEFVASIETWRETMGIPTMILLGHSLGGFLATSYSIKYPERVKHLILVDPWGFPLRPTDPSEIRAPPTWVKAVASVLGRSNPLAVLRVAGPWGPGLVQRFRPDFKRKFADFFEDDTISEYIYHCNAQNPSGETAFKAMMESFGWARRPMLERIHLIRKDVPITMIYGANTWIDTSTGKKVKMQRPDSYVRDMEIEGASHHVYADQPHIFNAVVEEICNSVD
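System: mouse ABHD4 enzyme, wild type / Medium: HEPES pH 7.0, NaCl, Pluronic buffer / Reagent: FP-Rh activity-based fluorescent probe / Control set: S159A mutant high control, sample median low control / Detection: fluorescence polarization with parallel and perpendicular emission, 525/598 nm / Schedule: 45 min + 60 min at 25 °C / Compound dosing: 8.92 µM, single dose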
HTRA1 inh: HTRA1 (human) protease inhibition | inhibition, % at 5.96 µM | recombinant HTRA1, FP-rhodamine activity-based probe, fluorescence polarization | 340,000 tested, 0.5% active; in the data active means inhibition above about 36%;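 further: 0% = enzyme with DMSO and 100% = wells lacking enzyme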
UHRF1 MBD2 ctr: blocks human UHRF1 binding to methylated DNA; UHRF1 binding to methylated oligo, TR-FRET; Q96T88; 370,000 tested, 0.75% active; AID 687016; inhibition, % at 4.4 µM; in the data active means inhibition above about 21%;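 further: UHRF1 SRA domain binding a hemimethylated CpG hairpin DNA probe; 0% = median of test compound wells and 100% = reference inhibitor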
TCR CD3 inh: human TCR-CD3 binding inhibition. TAMRA-labeled TCR probe fluorescence, biochemical. inhibition, % at 9.4 µM. 360,000 tested, 0.37% active. AID 651800; in the data active means inhibition above about 19%;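 further: recombinant mutant TCR 2C K166C tagged with TAMRA read by polarization; 0% = receptor in buffer alone and 100% = receptor with positive control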
Rev-erbA mod: modulators of human Rev-erb alpha DNA binding. 370,000 tested, 0.79% active. Rev-erbα–FITC-DNA binding, fluorescence polarization, 90 min. activity, % at 10 µM;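 active means activity above about 14%, limit read from the data; passing the limit was not always enough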;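 further: 0% = DMSO wells with 35 nM protein and 100% = DMSO wells with 750 nM protein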
LEDGF integ inh: blocks HIV-1 LEDGF/p75-dependent DNA integration. TR-FRET IN-LEDGF/p75 DNA integration, Eu/Cy5. inhibition, % at 3.7 µM. 370,000 tested, 0.64% active;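 active means inhibition above the screen-wide mean plus 3 SD, cut at about 13% in these data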;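 further: signal is the Cy5 over europium emission ratio at 671 and 618 nm; 0% = plate median of compound wells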
MBD2 DNA inh: MBD2-methylated oligo binding inhibition; 370,000 tested, 0.31% active; Q9UBB5; inhibition, % at 4.4 µM; TR-FRET, MBD2 binding to methylated oligonucleotide; AID 686964; in the data active means inhibition above about 13%
PG9 binder: PG9 antibody binding by small molecule. TR-FRET gp120-PG9 antibody binding. inhibition, % at 6.7 µM. 360,000 tested, 0.43% active. AID 624416; in the data active means inhibition above about 8.5%
* hit, by the source's call; x = not tested or not shown.

SMILES	PRMT1 inh	rCAG RNA binder	mABHD4 FP	HTRA1 inh	UHRF1 MBD2 ctr	TCR CD3 inh	Rev-erbA mod	LEDGF integ inh	MBD2 DNA inh	PG9 binder
CN(CC(=O)Nc1cc([N+](=O)[O-])ccc1Cl)Cc1ccc(Br)cc1	2.4	2.0	6.2	-21.5	-12.0	1.9	-1.0	13.6*	-12.1	-0.8
O=C(/C=C/c1cccc(Cl)c1)NCc1ccccc1	0.8	0.2	1.1	-15.3	-0.6	4.7	-6.8	2.9	-1.5	0.0
COC(=O)c1ccccc1NC(=S)N1CCN(C2CCCCC2)CC1	-1.0	-0.9	-5.3	0.8	-1.2	-1.4	2.8	-1.8	-0.2	-0.8
COc1ccc2oc(C(=O)OCC(=O)N(C)CC(=O)Nc3ccc(C)cc3)c(C)c2c1	0.6	9.6	-5.6	-14.7	-0.6	6.1	0.8	0.8	0.8	0.5
COc1ccccc1C(=O)Nc1nnc(CCc2ccccc2)s1	-4.5	-3.9	-7.2	-8.9	-0.7	4.3	-0.6	-2.4	1.1	-0.2
COc1ccc(NC(=O)C2C3C=CC(C3)C2C(=O)NCc2ccco2)cc1 (stereo not drawn)	1.6	1.2	5.4	-0.7	1.3	-5.0	0.0	1.4	4.2	0.3
CCCCCCCCCc1conc1C(=O)CP(=O)(OC)OC	2.5	-0.8	-11.1	x	-1.1	4.2	1.2	3.2	-4.7	-0.1
COc1ccc(/C=N/NS(=O)(=O)c2ccc(C)cc2)cc1OC(=O)c1ccc(C)cc1	-1.8	17.9	-32.1	-33.6	-3.5	-0.3	1.1	2.2	-8.4	-2.6
O=C(CN1C2=NCCCN2c2ccccc21)c1ccc(Br)s1	-0.7	8.4	6.7	-3.1	-2.5	6.3	0.2	-2.5	-0.4	-3.8
Cc1csc(C(C#N)C(=O)c2ccc(S(=O)(=O)N3CCCC3)cc2)n1 (stereo not drawn)	-0.6	29.0	9.9	-0.1	0.6	0.1	-3.4	-4.7	-3.0	-3.1

Ordered by length of the SMILES (ascending): some entries from above.
SMILES	PRMT1 inh	rCAG RNA binder	mABHD4 FP	HTRA1 inh	UHRF1 MBD2 ctr	TCR CD3 inh	Rev-erbA mod	LEDGF integ inh	MBD2 DNA inh	PG9 binder
COc1ccccc1C(=O)Nc1nnc(CCc2ccccc2)s1	-4.5	-3.9	-7.2	-8.9	-0.7	4.3	-0.6	-2.4	1.1	-0.2
CN(CC(=O)Nc1cc([N+](=O)[O-])ccc1Cl)Cc1ccc(Br)cc1	2.4	2.0	6.2	-21.5	-12.0	1.9	-1.0	13.6*	-12.1	-0.8
COc1ccc2oc(C(=O)OCC(=O)N(C)CC(=O)Nc3ccc(C)cc3)c(C)c2c1	0.6	9.6	-5.6	-14.7	-0.6	6.1	0.8	0.8	0.8	0.5

The listing continues:
SMILES	PRMT1 inh	rCAG RNA binder	mABHD4 FP	HTRA1 inh	UHRF1 MBD2 ctr	TCR CD3 inh	Rev-erbA mod	LEDGF integ inh	MBD2 DNA inh	PG9 binder
O=C(Nc1ccccc1)Nc1cccn(Cc2c(F)cccc2Cl)c1=O	3.0	5.9	-6.6	-20.8	4.0	3.7	0.0	-2.8	-3.4	1.3
O=C(Nc1ccc(Cl)cc1)c1nc[nH]c1C(=O)N1CCN(c2ccccc2)CC1	-3.9	-2.5	-3.1	-5.0	-0.8	11.0	-5.5	1.4	-5.1	0.7
O=S1(=O)N=C(Nc2nc3c(s2)CCCC3)c2ccccc21	-0.8	0.4	4.5	8.2	0.1	-3.5	10.4	-0.6	-5.0	-1.8
Cc1nn(C(CC(=O)O)C(=O)O)c(C)c1Br (stereo not drawn)	1.2	-1.9	-0.3	6.6	3.7	-0.6	-2.1	3.3	0.7	-1.1
O=C1N[C@@H](Cc2ccccc2)COC(=O)[C@@H](Cc2ccc(F)cc2)CC/C=C/C[C@H]1CC(=O)N(CCO)Cc1ccccc1	-1.1	-2.1	-0.2	-45.2	0.0	8.7	12.8	-0.8	15.4*	-1.4
Cc1ccc(-c2nc3ncccn3c2NC(=O)c2cccc(C)c2)cc1	2.3	2.1	10.2	x	-0.4	x	-1.9	3.0	0.7	x
COC(=O)c1ccc(CNC(=O)c2ccc(S(=O)(=O)N(C)c3ccccc3OC)cc2)cc1	-0.7	5.0	-11.8	-12.3	2.9	-6.9	4.6	-4.8	-1.9	0.8
Cc1ccc(O)c(C(=O)c2cnn(-c3ccc(S(=O)(=O)N4CCOCC4)cc3[N+](=O)[O-])c2)c1	-1.6	3.0	-2.8	5.3	-0.8	0.8	2.4	-0.6	-1.2	-1.5
Cc1nn(C)cc1NC(=O)c1ccc(Br)o1	2.1	2.8	-4.8	-0.5	1.7	0.4	-1.9	0.3	2.9	-2.6
CC(=O)c1ccc(NC(=O)C(C)O/N=C(\N)c2ccccc2)cc1 (stereo not drawn)	-0.2	2.2	-0.6	-1.0	0.1	3.9	-0.2	2.1	1.3	-1.9

Five of the compounds above, in markdown.
| SMILES | PRMT1 inh | rCAG RNA binder | mABHD4 FP | HTRA1 inh | UHRF1 MBD2 ctr | TCR CD3 inh | Rev-erbA mod | LEDGF integ inh | MBD2 DNA inh | PG9 binder |
| --- | --- | --- | --- | --- | --- | --- | --- | --- | --- | --- |
| O=C1N[C@@H](Cc2ccccc2)COC(=O)[C@@H](Cc2ccc(F)cc2)CC/C=C/C[C@H]1CC(=O)N(CCO)Cc1ccccc1 | -1.1 | -2.1 | -0.2 | -45.2 | 0.0 | 8.7 | 12.8 | -0.8 | 15.4* | -1.4 |
| O=C(Nc1ccc(Cl)cc1)c1nc[nH]c1C(=O)N1CCN(c2ccccc2)CC1 | -3.9 | -2.5 | -3.1 | -5.0 | -0.8 | 11.0 | -5.5 | 1.4 | -5.1 | 0.7 |
| COC(=O)c1ccc(CNC(=O)c2ccc(S(=O)(=O)N(C)c3ccccc3OC)cc2)cc1 | -0.7 | 5.0 | -11.8 | -12.3 | 2.9 | -6.9 | 4.6 | -4.8 | -1.9 | 0.8 |
| Cc1nn(C(CC(=O)O)C(=O)O)c(C)c1Br (stereo not drawn) | 1.2 | -1.9 | -0.3 | 6.6 | 3.7 | -0.6 | -2.1 | 3.3 | 0.7 | -1.1 |
| Cc1nn(C)cc1NC(=O)c1ccc(Br)o1 | 2.1 | 2.8 | -4.8 | -0.5 | 1.7 | 0.4 | -1.9 | 0.3 | 2.9 | -2.6 |

The listing continues:
SMILES	PRMT1 inh	rCAG RNA binder	mABHD4 FP	HTRA1 inh	UHRF1 MBD2 ctr	TCR CD3 inh	Rev-erbA mod	LEDGF integ inh	MBD2 DNA inh	PG9 binder
Cc1cccc(CN2CCC(n3nccc3NC(=O)CCCc3ccccc3)CC2)n1	1.5	-8.0	-1.8	10.4	0.3	-2.8	0.3	-1.7	1.1	-1.1
COc1nc(SC)nc(Cl)c1Cc1ccc(OC(C)C)cc1	1.8	3.1	-13.8	-2.3	5.4	-1.0	1.3	-0.8	-0.9	1.4
CCCC1CCC(c2ccc(C(=O)NN)cc2)CC1 (stereo not drawn)	-2.2	1.6	0.9	-0.8	1.9	-3.4	3.4	-1.4	-2.0	-0.2
Cc1cccc(C(=O)OCC(=O)c2ccc(CC(=O)N3CCOCC3)s2)c1C	3.6	20.5	-2.1	-3.8	2.2	1.0	-4.8	1.3	-4.3	1.5
Cc1cc(C)n(CC(O)COCc2ccco2)n1 (stereo not drawn)	0.6	-0.6	2.2	-0.6	-0.7	-0.7	6.7	-4.0	0.8	0.2
COc1cc(C(C)=O)ccc1OCCCN1CCC(Cc2ccccc2)CC1	0.0	-8.9	12.2	3.6	-1.9	-7.1	-1.1	-3.8	-1.0	-1.1
CC(C)(C)c1ccc(OCCC(=O)NCC(c2cccs2)N2CCOCC2)cc1 (stereo not drawn)	-4.2	-8.1	5.9	-1.0	-0.4	5.4	-0.5	0.4	3.0	1.3
CCCN1Cc2cccc(C(=O)Nc3ccc(-c4nc5ccccc5[nH]4)cc3)c2C1=O	-1.1	4.2	7.8	-13.3	9.6	-0.5	-9.3	-2.7	2.8	-2.6
CC[C@H]1C(O)C[C@H]2CCN3C(=O)CCC[C@H]1[C@H]23 (stereo partly drawn)	-2.7	2.6	-2.6	3.4	-1.7	-2.6	4.8	4.5	-0.8	1.1
CC(C)(C(=O)c1ccccc1)/[N+]([O-])=C/c1ccccc1F	-2.3	-0.1	-1.8	-6.2	0.1	10.6	-7.2	2.0	4.2	-2.5
CCCCn1c(N)c(N(CCC(C)C)C(=O)C2CCCO2)c(=O)[nH]c1=O (stereo not drawn)	-2.6	-2.5	-1.1	-1.5	-1.4	3.5	2.5	5.5	-6.0	-0.7
CCN1C(=O)[C@H]2[C@@H](c3ccc(-c4ccc(F)cc4)cc3)N3CCCC[C@@]3(C(=O)OC)[C@H]2C1=O	-0.4	3.0	-7.4	-33.4	1.6	0.0	3.0	-2.0	-3.9	1.1
COc1ccc2c(c1)c(C(=O)N1CCN(C)CC1)c(C)n2-c1ccccc1	-0.3	-2.1	-13.1	3.5	6.4	-15.5	-2.0	4.3	9.5	1.6
O=C(O)c1cc(NN=C2c3ccccc3-c3ccccc32)ccc1Cl	6.4	92.6*	38.9*	-16.5	1.3	6.9	-5.4	1.1	-5.3	-3.6
CC(=O)Nc1ccc(S(=O)(=O)N(C)CC(=O)N2CCN(C(=O)c3ccco3)CC2)cc1	-0.8	1.1	-1.7	2.1	-0.5	0.2	-5.4	0.2	-1.1	0.9
CC(C)(C)n1nnnc1C(c1cccnc1)N1CCN(c2ccccc2)CC1 (stereo not drawn)	-1.5	-4.0	8.0	2.2	-1.7	-0.8	-10.3	-2.0	-2.9	-0.8
O=C(COC(=O)c1ccco1)c1ccccc1	1.4	-2.5	-1.9	-0.1	-1.4	-7.1	-6.3	-1.8	1.2	0.0
Cc1cc(N2CCOCC2)nc2ccc(NC(=S)N3CCCCC3C)cc12 (stereo not drawn)	6.4	6.3	0.4	12.9	-1.7	4.9	8.8	-1.0	-2.9	-2.6
COC(=O)[C@H]1C[C@@]2(O)CN(S(=O)(=O)c3ccc(C)cc3)C[C@@]2(OC(=O)NCc2ccccc2)C[C@H]1C(=O)OC	3.0	-0.3	4.7	3.8	0.6	2.6	-2.3	4.0	-4.2	0.6
Cc1cccc(N=C2CSC(=O)N2)c1	-2.1	1.2	4.4	7.8	1.1	1.5	-1.3	0.8	-2.6	-0.5
Clc1ccc(CSc2nnc([C@@H]3CCCN3)o2)cc1Cl	5.4	0.8	-12.7	6.9	3.0	-3.2	-2.6	-3.4	8.3	-1.5
CN(CCC#N)C(=O)COC(=O)c1ccc(Cl)cc1O	-1.2	1.0	-0.3	-2.5	3.5	0.2	-8.8	0.4	5.2	-3.3
COc1ccc(OC)c(N2CC(O)(c3ccccc3)[N+]3=C2SCCC3)c1 (stereo not drawn)	-0.6	-2.8	3.5	1.6	1.1	-1.0	7.8	0.2	0.6	1.3
CN(C1CCCCC1)S(=O)(=O)c1ccc(NC(=O)Cn2nc(-c3ccc(F)cc3)ccc2=O)cc1	4.4	3.3	-6.7	-9.6	5.5	-5.0	-6.3	2.7	6.1	1.0
Cc1csc2nc(CN3CCN(CC(=O)N(C)C)CC3)cc(=O)n12	2.2	-0.6	-0.7	12.6	-1.4	-4.2	4.9	-9.3	2.9	-1.8
O=C(CNC(=O)c1cccc(Br)c1)N/N=C/c1ccc2c(c1)OCO2	-2.5	2.4	-6.4	2.2	-2.3	2.3	1.4	3.3	2.3	-1.0
NS(=O)(=O)c1ccc(N=Cc2c(O)c3ccccc3oc2=O)cc1	0.0	25.4	-12.6	x	0.3	8.8	-2.2	2.4	1.9	-1.5

A portion of the library; rates above refer to the full screens.
